PV pol inh: poliovirus RdRp elongation inhibitors, primary screen, biochemical, fluorescence polarization, total intensity; poliovirus polymerase elongation; stronger effect = lower value; % elongation, % (compound at 16.7 µg/mL); actives 0.66% (n = 150,000); in the data active means % elongation below about 90%; further: some results filed as inactive read as strong as hits
Target sequence (P03300 1749-2209 limits assumed): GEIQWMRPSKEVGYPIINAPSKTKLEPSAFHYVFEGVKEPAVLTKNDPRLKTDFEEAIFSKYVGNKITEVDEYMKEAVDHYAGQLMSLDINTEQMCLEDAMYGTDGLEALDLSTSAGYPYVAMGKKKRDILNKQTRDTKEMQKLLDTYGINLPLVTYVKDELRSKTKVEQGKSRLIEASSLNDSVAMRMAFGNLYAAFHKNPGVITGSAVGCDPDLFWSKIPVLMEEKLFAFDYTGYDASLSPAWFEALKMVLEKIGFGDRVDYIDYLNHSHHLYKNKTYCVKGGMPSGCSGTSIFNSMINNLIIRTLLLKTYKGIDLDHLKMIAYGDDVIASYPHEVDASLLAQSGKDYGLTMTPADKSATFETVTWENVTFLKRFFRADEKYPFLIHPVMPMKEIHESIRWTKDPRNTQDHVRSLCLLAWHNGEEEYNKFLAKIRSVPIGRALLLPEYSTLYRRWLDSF
PV pol inh FP z-score: also measured in PV pol inh; calls as there; z-score; measured here: FP z-score; hits read low
* hit, by the source's call. Some of the compounds tested; count on the stated rates, not on these rows.

molecule | PV pol inh FP z-score | PV pol inh
CCC(=O)N1c2ccc(S(=O)(=O)N3CCN(c4ccccc4)CC3)cc2CC1C (configuration not stated) | 1.5 | 114.0
CN(C)c1nc(-c2ccccc2)[n+](C)s1 | 0.1 | 102.0
Cc1nn(Cc2ccccc2)c(C)c1NC(=O)c1noc2c1CCc1ccccc1-2 | 0.1 | 101.0
Cc1ccc(C)n1CCN1CCNCC1 | 0.8 | 103.0
CC(OC(=O)c1ccccn1)C(=O)N1CCc2ccccc21 (configuration not stated) | 0.4 | 106.0
COCCN(Cc1ccccc1)C(=O)c1ccc2c(c1)NC(=O)CS2 | -0.8 | 93.0
CCN(CCCNC(=O)c1cc2c(=O)n(C)c3ccccc3c2s1)c1ccccc1 | 0.2 | 105.0
Cc1nn(-c2cccc(Cl)c2)c2c1C(=O)C1C(=O)CCCC1N2 (configuration not stated) | 0.3 | 102.0
O=c1[nH]cnc2cc(F)ccc12 | -0.2 | 102.0
CCCN(CCC)CCNC(=O)Cn1cnc2sc(C)c(S(=O)(=O)N3CCC(C)CC3)c2c1=O | -0.3 | 102.0
N/C(CC(=O)Nc1ccc(Cl)cc1)=N/O | 0.4 | 103.0
O=C(/C=C/c1ccccc1)NCCCN1CCOCC1 | 0.6 | 105.0
CCn1c(SC(=O)NC2CCCCC2)nnc1-c1cccs1 | -0.1 | 97.0
O=c1c2oc3ccccc3c2n(Cc2cccc(F)c2)c(=O)n1Cc1ccco1 | 0 | 107.0
CCCCC1CCC(C(=O)Nc2noc3ccccc23)CC1 (configuration not stated) | 0.2 | 103.0
CCOc1ccccc1CNC(=O)c1cnc2c(-c3ccc(OCC)c(OCC)c3)c(C)nn2c1C | 0.3 | 109.0
CSc1ncc(C(=O)N2CCN(Cc3ccccc3)CC2)c(-c2ccccc2)n1 | -0.3 | 102.0
O=c1/c(=C/c2cccnc2)sc2n1CN(c1ccccc1)CN=2 | 0.7 | 103.0
CC1CN(Cc2ccc(C#N)cc2Cl)CC(C)O1 (configuration not stated) | -0.9 | 98.0
Cc1ccc(-n2c3c(cc(C(=O)NC4CCSC4=O)c2=O)C(=O)CCC3)cc1 (configuration not stated) | -0.2 | 101.0
CC1SC2(CCCCC2)NC1=O (configuration not stated) | -0.1 | 98.0
CCOC(=O)C1=C(N)Oc2cc(O)ccc2C12C(=O)N1c3c(cccc32)C(C)CC1(C)C (configuration not stated) | 0 | 100.0
CN(C)CCN1C(=O)C(O)=C(C(=O)c2ccco2)C1c1ccco1 (configuration not stated) | 0.1 | 102.0
Cc1ccc(C(=O)Nc2sc3c(c2C(=O)NCc2ccco2)CCC(C(C)(C)C)C3)cc1 (configuration not stated) | 1.8 | 110.0
COc1ccc(CNC(=O)c2cc3c(=O)n(Cc4ccco4)ccc3nc2C)c(OC)c1 | -1.1 | 100.0
CCC(C(=O)Nc1cccc(Cl)c1C)n1nc(C)c2sc3ccccc3c2c1=O (configuration not stated) | 0.3 | 113.0
CCc1ccccc1-n1c(SCc2cc(=O)n3ccccc3n2)nc2[nH]ncc2c1=O | -1.3 | 99.0
CCCCCOc1ccc(NC(=O)Cn2c(-c3cncs3)nc3ccccc32)cc1 | -4.4* | 89.0*
Cc1ccc(CC(=O)OCC(=O)Nc2c(C#N)c(C)c(C)n2Cc2ccco2)cc1C | 0.2 | 105.0
CCCCN(C)C(=O)C1CCC(CNS(=O)(=O)c2ccc3c(c2)CC(C)N3C(C)=O)CC1 (configuration not stated) | -10.8* | 15.0*
CN=C(c1ccccc1)N1CCN(c2ccc(OC)cc2)CC1 | -0.3 | 101.0
CCn1cc(S(=O)(=O)c2ccccc2)c(=O)c2cc(C)ccc21 | -0.5 | 103.0
CCn1cc(C(=O)N2CCN(c3cccc(Cl)c3)CC2)c(=O)c2cc(S(=O)(=O)N3CCCCC3)ccc21 | -0.4 | 102.0
Cc1c(C(=O)NCc2cccnc2)oc2ccc3c(c12)C(O)CC1(CCCCC1)O3 (configuration not stated) | -1.1 | 100.0
Clc1ccc(CSCc2nc3ccccc3[nH]2)cc1 | 0.8 | 104.0
CC(C)OP(C)(=O)CN1CCN(CP(C)(=O)OC(C)C)CC1 (configuration not stated) | -0.3 | 99.0
Cc1cccc(NC(=O)CSc2nc3c([nH]c4ccccc43)c(=O)n2-c2cc(C)cc(C)c2)c1 | 0.9 | 111.0
C=CCNC(=O)c1cc(-c2ccccn2)nc2ccccc12 | -1.2 | 98.0
COc1ccc(-n2nnc3c(SCC(=O)NCC4CCCO4)ncnc32)cc1 (configuration not stated) | -0.9 | 99.0
COc1ccc(C(=O)Nc2ccc(N3CCN(c4ccccc4)CC3)c(C(=O)O)c2)cc1 | -0.3 | 105.0
COc1ccc(CSc2nc3ccncc3n2CC(=O)Nc2cc(C)cc(C)c2)cc1 | -1.1 | 104.0
CCOC(=O)c1cc(-c2ccccc2)n(CCC(=O)Nc2cc(OCC)ccc2OCC)c1C | -0.1 | 104.0
O=C(CC(NCCC1=CCCCC1)C(=O)O)Nc1ccccc1Cl (configuration not stated) | 0.7 | 105.0
Cc1ccc(NC(=O)c2ccc(Br)cc2)c(C(=O)c2ccccc2)c1 | -0.2 | 102.0
Cc1cccc(OCC(=O)Nc2c(C(=O)Nc3ccc(F)cc3)oc3ccccc23)c1 | 0.2 | 105.0
Cc1nc(=O)c(-c2ccccc2)c(C)n1-c1ccccc1O | -0.1 | 101.0
CC(C)C1Cc2c(sc3nc(SCC(=O)Nc4ccccc4)nc(N)c23)CO1 (configuration not stated) | 0.4 | 103.0
O=C(c1cc2ccccc2o1)N(CC1CCCO1)c1nc2ccccc2s1 (configuration not stated) | 1 | 109.0
C=C(C)c1cccc(C(C)(C)NC(=O)Nc2ccc3[nH]c(=O)[nH]c3c2)c1 | -0.2 | 98.0
CC(/C=C/c1ccccc1)=N\Nc1nc2c(c(=O)[nH]c(=O)n2C)n1CC(O)COC(C)C (configuration not stated) | 0.8 | 104.0
CCNc1nc(SCc2ccc(Cl)cc2)nc2sc3c(c12)CCN(C)C3 | 0.3 | 106.0
Cc1ccc(-n2c(C)c3c(C)nnc(C)c3c2C)cc1C | -0.1 | 100.0
COc1ccc(C(=O)N2C3C=CC(C3)C2(C(F)(F)F)C(F)(F)F)cc1 (configuration not stated) | -0.3 | 100.0
FC(F)(F)c1cc(-c2noc(C3CCc4ccccc4O3)n2)cc(C(F)(F)F)c1 (configuration not stated) | 0 | 104.0
CS(=O)(=O)/C(C#N)=C/Nc1ncccn1 | -0.1 | 102.0
Cc1ccc(C(=O)NCC(C)(C)N2CCOCC2)s1 | 0.1 | 104.0
CC(=O)OC(C)C1CCC2C3CC[C@H]4CC(=O)CCC4(C)C3CCC12C (some centres not stated) | -0.2 | 102.0
CC1CCCCC1NC(=O)CSc1nnc(-c2cccs2)n1-c1ccccc1 (configuration not stated) | -0.2 | 102.0
Cn1/c(=N/N=C2\CCc3ccccc32)sc2ccccc21 | -0.3 | 96.0
CCCC(=O)N1CCCC(c2nc(-c3ccc(OC)cc3)no2)C1 (configuration not stated) | 0.8 | 106.0

3 of these compounds in a different format:
mol: CCOc1ccccc1CNC(=O)c1cnc2c(-c3ccc(OCC)c(OCC)c3)c(C)nn2c1C
  PV pol inh FP z-score: 0.3
  PV pol inh: 109.0
mol: CCCCC1CCC(C(=O)Nc2noc3ccccc23)CC1 (configuration not stated)
  PV pol inh FP z-score: 0.2
  PV pol inh: 103.0
mol: CSc1ncc(C(=O)N2CCN(Cc3ccccc3)CC2)c(-c2ccccc2)n1
  PV pol inh FP z-score: -0.3
  PV pol inh: 102.0

Carrying on.
molecule | PV pol inh FP z-score | PV pol inh
CC(C)c1ccc(S(=O)(=O)c2cn(CC(=O)Nc3ccc(F)cc3)c3ccccc3c2=O)cc1 | -0.2 | 106.0
Cc1cccc(NC(=O)N2CCC(C)CC2)c1C | -0.8 | 101.0
CC(C#N)OC(=O)CSc1nnc(-c2ccccc2F)n1-c1ccccc1 (configuration not stated) | -1.4 | 96.0
O=C(O)c1cccc(NCC2SC(=S)NC2=O)c1 (configuration not stated) | -0.7 | 95.0
O=C(NCCOCCn1c(=O)oc2ccccc21)Nc1ccc(Cl)cc1 | -0.3 | 105.0
O=c1c2ccccc2nnn1-c1ccc(Br)cc1 | -0.6 | 99.0
CCn1c2ccccc2c2cc(CN3CCC(N4CCCCC4)CC3)ccc21 | -0.3 | 101.0
CCOc1ccc(CCN2CN(CC)CNC2=S)cc1OCC | -0.3 | 101.0
O=C(/C=C/c1cccc(C(F)(F)F)c1)OCC(=O)c1ccc(Cl)s1 | 0 | 101.0
CCOc1ccc(-n2c(SCC(=O)NCc3ccco3)nc3c(c2=O)SCC3)cc1 | 0 | 100.0
COc1cc(NC(=O)NCCn2nnc3cc(S(=O)(=O)N(C)C)ccc32)cc(OC)c1OC | -0.6 | 104.0
Cc1cccc(N2CCN(C(=O)Cn3c(=O)c4cccn4c4ccc(F)cc43)CC2C)c1 (configuration not stated) | 0.7 | 111.0
Cc1ccc(-n2nc3c(=O)n(CCCC(=O)NCc4ccc(F)cc4)nc(C)c3c2C)cc1 | 0.4 | 110.0
CCN(CC)c1ccc(/C=C2\N=C(SC)SC2=O)cc1 | -7 | 73.0
O=c1oc2c(CN3CCN(CCO)CC3)c(O)ccc2cc1-c1ccccc1 | -1.7 | 100.0
CC1(c2ccccc2)CC(n2c3ccccc3c3ccccc32)=NC(SCC(=O)O)=N1 (configuration not stated) | 0.7 | 108.0
OCn1nnn(-c2ccccc2)c1=S | -0.8 | 96.0
NC(=S)COc1ccccc1 | 0.1 | 104.0
CCCC1NC(=O)N(CN(C)Cc2ccc(C)cc2)C1=O (configuration not stated) | 0.9 | 108.0
COc1ccc(C(=O)NCC(c2cccnc2)N2CCN(c3ccccc3OC)CC2)cc1 (configuration not stated) | 0.5 | 110.0
Cn1nnnc1SCCCNCc1ccc(Cl)cc1 | 0.9 | 111.0
N#Cc1ccc(Cn2c(CS(=O)(=O)c3ccccc3)nc3ccccc32)cc1 | 0.1 | 101.0
CCOC(=O)CSc1nc(C)c2cc(OC)ccc2n1 | 0.5 | 103.0
CN(C(=O)C(C)(C)C)c1ccc(OCC(=O)N2CCCc3ccccc32)cc1 | 0.3 | 103.0
Cc1cccc(NC(=O)Cn2cnc3c(oc4ccccc43)c2=O)c1 | -0.1 | 101.0
CC(C)(C)n1nc2c(c1NC(=O)/C=C\c1ccccc1)CS(=O)C2 (configuration not stated) | -0.7 | 100.0
Cc1ccc(-n2cc3c(c2-c2ccccc2Br)c(=O)n(C)c(=O)n3C)cc1N | 1.6 | 112.0
O=C(c1ccc2nccnc2c1)N1CCc2ccccc2C1 | 1.1 | 104.0
CCCCNc1nc(Oc2ccc(OCC)nn2)nc(N2CCOCC2)n1 | 0.9 | 112.0
Cc1nn(-c2ccccc2)c(N)c1N=Nc1ccccc1OC(F)F | -0.2 | 100.0
COC(=O)c1cc(OC)c(OC)cc1NC=C(C#N)C#N | 0.3 | 103.0
Oc1ccccc1C1=NC(c2ccc(F)cc2)NC(c2cccnc2)C1 (configuration not stated) | 0.2 | 103.0
COc1ccc(-c2nc3ccccc3o2)cc1N | 0.7 | 104.0
COc1ccc2c(ccc[n+]2[O-])c1 | -0.2 | 101.0
CCOC(=O)CSC1=NC(=O)/C(=C\c2ccc(Cl)cc2)S1 | 5.5 | 170.0
CCCNC(=O)c1ccc2c(c1)N(Cc1ccccc1)C(=O)CS2=O (configuration not stated) | -0.3 | 100.0
CCc1ccc(OCC2c3cc(OC)c(OC)cc3CCN2C(=O)COc2ccccc2)cc1 (configuration not stated) | -0.2 | 106.0
O=C(CCCN1C(=O)CSc2ncccc21)NCc1ccc(Cl)cc1 | 1.5 | 106.0
Cc1ccc(-n2nc3c(=O)n(CCCC(=O)NCCc4ccccc4Cl)nc(C)c3c2C)cc1 | -0.3 | 106.0
CC(NC(=O)c1ccc2c(c1)CCN2S(C)(=O)=O)c1ccccc1 (configuration not stated) | -0.1 | 105.0

Some of these compounds in order of SMILES length, low to high:
molecule | PV pol inh FP z-score | PV pol inh
O=c1c2ccccc2nnn1-c1ccc(Br)cc1 | -0.6 | 99.0
O=C(CCCN1C(=O)CSc2ncccc21)NCc1ccc(Cl)cc1 | 1.5 | 106.0
CCCCN(C)C(=O)C1CCC(CNS(=O)(=O)c2ccc3c(c2)CC(C)N3C(C)=O)CC1 (configuration not stated) | -10.8* | 15.0*

(further entries)
molecule | PV pol inh FP z-score | PV pol inh
O=C(/C=C/c1ccc(F)cc1)NC(=S)NCc1ccco1 | 0 | 101.0
CC1=CC2=C(OC1N(C)C)c1cccc3cccc(c13)C2=O (configuration not stated) | -2.2 | 93.0
Cc1nc2ccn(Cc3cccnc3)c(=O)c2cc1C(=O)N1CCN(c2ccccc2)CC1 | 0.3 | 108.0
Cc1cccc(Cn2c(SCc3ccc(C(=O)N4CCCCC4)cc3)nc3ccncc32)c1 | -0.5 | 102.0
COc1ccc(CNC(=O)Cn2nc(-c3ccccc3)ccc2=O)cc1 | 0.5 | 103.0
CCOC(=O)CN(Cc1ccccc1)C(C(=O)NC1CCCCC1)c1ccc(C)cc1 (configuration not stated) | -0.5 | 100.0
CCN(CC(=O)Nc1ccccc1OC)CC(=O)Nc1cccc2nsnc12 | 0 | 103.0
CC(c1ccccc1)n1c(SCC(=O)c2csc3ccccc23)n[nH]c1=O (configuration not stated) | 0 | 104.0
Cc1ccc(C(C)C)c(OCCSc2nc(-c3cccs3)nc3cc(=O)[nH]n23)c1 | -1.3 | 101.0
COc1ccc(C(=O)Nc2ccc3ncsc3c2)cc1 | -0.1 | 103.0

Compound activity (PubChem BioAssay)
